Bioassay records from PubChem.
HEK293 tox – cytotoxicity in counter-screen for GLP-1R inverse agonists; HEK293 cAMP-luciferase reporter cells, luminescence, 24 h; Potency, µM (titrated, usually from 38.3 µM), inactives show top-dose activity change, negative = inhibition, hits mostly inhibitors; actives 0.13% (n = 410,000); AID 624418;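 also: loss of luciferase light is scored as toxicity; potency is read from the fitted curve at half-maximal effect; % is scaled to controls: 0 for no effect and ±100 for the full control effect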
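Step one: seed cells (200 cells/uL, DMEM with 10% Nu serum, 1% pen-strep). Step two: 12-hour incubation at 37 deg C. Step three: pin 23 nL compound, incubate 24 hr. Step four: add luciferase reagent, read luminescence 12 min later.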
aSyn rescue – rescues yeast growth from alpha-synuclein toxicity | Yeast expressing alpha-synuclein, growth rescue, BacTiter-Glo, 24 h | Potency, µM (doses to about 46.1 µM), inactives show at the highest dose growth rescue (activation), hits mostly activators | actives 0.14% (n = 370,000) | AID 652106; also: potency is read from the fitted curve at half-maximal effect; % of control where 0% means no effect; nearly all actives have a fitted effect of over 65% in size
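Rescue of yeast growth: cells expressing toxic alpha-synuclein, induced in galactose at OD600 0.02, incubated with compound 24 h at 30 C. ATP luminescence quantified growth; inhibitors of toxicity appear as activators.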
GLP-1R inv ag – inverse agonists of human GLP-1 receptor | P43220 | HEK293 GLP-1R CRE-luciferase, luminescence, 24 h; GLP-1R form is constitutively active | Potency, µM (titrated, usually from 38.3 µM), inactives show at the top dose activity change, negative = inhibition, actives largely listed as inhibitors | actives 1.6% (n = 410,000) | AID 624417; also: potency is read from the fitted curve at half-maximal effect; % is scaled to controls: 0 for no effect and ±100 for the full control effect; nearly all actives have a fitted effect of over 55% in size
Target sequence (P43220 whole entry, looked up): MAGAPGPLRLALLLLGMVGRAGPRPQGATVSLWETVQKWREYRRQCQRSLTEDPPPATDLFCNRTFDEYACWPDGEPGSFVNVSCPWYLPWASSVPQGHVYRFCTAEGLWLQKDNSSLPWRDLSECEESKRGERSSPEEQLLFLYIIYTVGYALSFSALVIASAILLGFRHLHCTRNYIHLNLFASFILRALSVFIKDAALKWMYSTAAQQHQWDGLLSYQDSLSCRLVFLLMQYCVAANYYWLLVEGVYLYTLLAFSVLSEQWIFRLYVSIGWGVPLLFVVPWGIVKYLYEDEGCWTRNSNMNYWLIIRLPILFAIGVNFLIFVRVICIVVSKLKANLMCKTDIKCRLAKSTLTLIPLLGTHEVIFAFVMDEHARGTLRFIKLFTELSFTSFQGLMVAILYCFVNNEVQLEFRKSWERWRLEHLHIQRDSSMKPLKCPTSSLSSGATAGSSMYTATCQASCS
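HEK293 cells stably co-expressing constitutively active GLP-1R and a cAMP-responsive luciferase reporter were seeded in DMEM with 10% Nu serum, given compounds after 12 h, and incubated 24 h at 37 deg C. Luminescence was then read.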
PTHR1 ag – PTHR1 (human) receptor agonism | AID 743266 | Q03431 | HEK293 GP2 PTHR1 cells, GloSensor cAMP luminescence, 1 h | actives 0.075% (n = 410,000) | Potency, µM (highest dose often 115 µM), for the others: at the highest dose activation, hits mostly activators; also: potency is read from the fitted curve at half-maximal effect; nearly all actives have a fitted effect of over 55% in size; some results filed as inactive show a strong effect at the top dose; inactives centre near -15; many of its hits are not listed in these tables
Target sequence (Q03431 whole entry, looked up): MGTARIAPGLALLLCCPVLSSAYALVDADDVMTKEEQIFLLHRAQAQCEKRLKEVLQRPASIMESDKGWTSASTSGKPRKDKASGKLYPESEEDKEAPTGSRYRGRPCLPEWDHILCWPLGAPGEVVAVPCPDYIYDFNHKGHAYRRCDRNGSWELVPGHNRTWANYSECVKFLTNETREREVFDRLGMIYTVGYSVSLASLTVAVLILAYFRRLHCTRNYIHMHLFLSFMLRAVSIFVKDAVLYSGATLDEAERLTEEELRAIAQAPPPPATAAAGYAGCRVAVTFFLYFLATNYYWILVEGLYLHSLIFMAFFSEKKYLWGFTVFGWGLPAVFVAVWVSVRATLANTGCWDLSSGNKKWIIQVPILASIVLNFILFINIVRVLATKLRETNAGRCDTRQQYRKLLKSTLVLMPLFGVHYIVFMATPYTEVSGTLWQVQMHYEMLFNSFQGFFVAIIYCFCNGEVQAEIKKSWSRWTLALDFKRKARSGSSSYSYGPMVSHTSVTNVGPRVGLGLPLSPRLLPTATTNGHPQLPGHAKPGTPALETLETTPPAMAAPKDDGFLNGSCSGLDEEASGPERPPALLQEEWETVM
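HEK-293-derived GP2 cells expressing PTHR1 and a GloSensor cAMP reporter, 3,000/well, plated overnight, given luciferin plus IBMX (each 0.5 mM as added) for 1 h at 37 °C, then compound for 1 h at 37 °C. Luminescence was read after 15 min at room temperature.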
MmCpn inh – M. maripaludis TRiC chaperonin inhibition | purified Mm-Cpn ATPase, ADP Transcreener TR-FRET | Potency, µM (titrated, usually from 76.9 µM), for the others: at the highest dose activity, negative = inhibition, actives largely listed as inhibitors | actives 0.031% (n = 330,000); also: potency is read from the fitted curve at half-maximal effect; % is scaled to controls: 0 for no effect and ±100 for the full control effect; nearly all actives have a fitted effect of over 80% in size
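ATP (10 uM final) was added to archaeal chaperonin (25 nM final) after 10 min exposure to test compound at 37°C; after 30 min further incubation, ADP was detected by competitive TR-FRET.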
FUS yeast rescue – rescues growth of FUS-expressing yeast | S. cerevisiae FUS-expressing, growth rescue, OD600, 24 h | Potency, µM (top dose mostly 76.6 µM), without a hit: at the highest dose growth rescue (activation), actives largely listed as activators | actives 0.24% (n = 390,000) | AID 1347120;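 also: potency is read from the fitted curve at half-maximal effect; plate controls were DMSO vehicle for no effect and reference control for full effect; nearly all actives have a fitted effect of over 55% in size; some results filed as inactive show a strong effect at the top dose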
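Quantitative HTS measuring growth restoration of FUS-toxic yeast. Galactose-induced cells (OD 0.005) were exposed 24hr at 30C to compounds at several concentrations, then absorbance at 600 nm was recorded.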
TDP-43 yeast inh – inhibitors of TDP-43 toxicity in yeast; TDP-43 expressing yeast growth rescue, BacTiter-Glo, 24 h; Potency, µM (titrated, usually from 46.1 µM), for inactives: at the top dose growth rescue (activation), actives largely listed as activators; actives 1.8% (n = 410,000); also: potency is read from the fitted curve at half-maximal effect; % of control where 0% means no effect; nearly all actives have a fitted effect of over 50% in size
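Luminescence from BacTiter-Glo reports growth of TDP-43-expressing yeast after 24 hr at 30 deg C with compound. Cells were raffinose-pregrown to mid-log, then seeded in galactose medium at OD600=0.02.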
Abeta yeast res – A-beta toxicity reversal in yeast. yeast expressing A-beta42, growth rescue, OD600, 48 h; response scale: 0% DMSO, 100% iron-clioquinol control. Potency, µM (titrated, usually from 46.1 µM), without a hit: at the top dose growth rescue, actives largely listed as activators. actives 0.063% (n = 410,000). AID 1347071; also: potency is read from the fitted curve at half-maximal effect; nearly all actives have a fitted effect of over 55% in size
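Yeast A-beta toxicity model in growth medium with pinned compounds, 48 h at 30 C; growth read as absorbance at 600 nm. Normalized to FeCl3/clioquinol equimolar mix (positive) and DMSO (negative).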
pAkt inh – inhibitors of Akt phosphorylation; actives 0.32% (n = 360,000); Neuro2A IGF-stimulated pAkt S473 HTRF, 20 min; hits give low values; activity change, % for hits at 50 µM; AID 651550; in the data active = activity change below about -80%; inconclusive = mostly about -51% to -80%; also: % is scaled to controls: 0 for no effect and ±100 for the full control effect
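Neuro2A cells (4,500/well, DMEM with 0.5% FBS) were treated with compound at a single 50 µM final concentration, stimulated with 6 nM IGF for 20 min at 37 °C, and lysed. Phospho-Akt Ser473 was read by HTRF as 665/615 ratio ×10^4.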
An asterisk follows results filed as active; i = inactive; ? = inconclusive; · = no result given; [ ] = dose if it differs, or a comment. Unless noted, calls follow the shape of the dose curve; as a rule, active = well fitted curve in the direction sought with a large enough effect; inconclusive = small, poorly fitted or top-dose-only effect, or another doubt; inactive = no such curve, though single readings can be large; an effect the other way counts as inactive or inconclusive.

Each structure is followed by: HEK293 tox | aSyn rescue | GLP-1R inv ag | PTHR1 ag | MmCpn inh | FUS yeast rescue | TDP-43 yeast inh | Abeta yeast res | pAkt inh
Fc1ccc(C2CC(c3ccco3)=Nc3ccccc3S2)cc1 (stereo not drawn)
  ? | 11% | ? | i | -2% | -9% | 9% | -21% | i
Cc1ccccc1OCCn1cc(/C(N)=N/O)c2ccccc21
  0% | -2% | 4% | 11%[57.5 µM] | 0% | -3% | -8% | -9% | ·
COC(=O)C1=C(NC(=O)COc2ccc(Cl)cc2Cl)CCS1
  -2% | 7% | 31% | -35%[inhibitor] | -2% | -13% | 22% | 18% | i
O=C(CCN1CCOCC1)NNC(=O)c1ccc([N+](=O)[O-])cc1[N+](=O)[O-]
  11% | -1% | 10% | i | 1% | · | 5% | -7% | i
COc1ccccc1C(=O)C1CCCN(C(=O)CCn2cnnn2)C1 (stereo not drawn)
  1% | 2% | 3% | -3% | 0% | -20% | -7% | 7% | i
COc1ccc(NC(=O)CCc2nnc3n(CC(C)C)c(=O)c4ccccc4n23)cc1
  -5% | · | 9% | i | · | 20% | 14% | 1% | ·
Cc1cc(C(=O)N/N=C/c2cccc([N+](=O)[O-])c2)c(C)o1
  8% | -2% | 6% | i | 1% | 4% | 7% | 12% | i
CC(=O)c1cccc(OCC(=O)Nc2cccc(C(=O)Nc3c(C)n(C)n(-c4ccccc4)c3=O)c2)c1
  3% | -2% | 8% | -1% | 1% | · | -13% | -13% | i
COc1ccc(NC(=O)c2c(NC(=O)COc3ccc(Cl)cc3)sc3c2CCCCC3)cc1
  4% | · | 10% | -6% | · | -4% | 8.9µM* | -3% | ·
CCOCCCNC(=O)CN1N=C(c2ccc(C)cc2)CCC1=O
  13% | -1% | 8% | -75%[inhibitor] | 0% | -10% | 1% | -13% | i
CN(C(=O)C1CCCCN1S(=O)(=O)c1ccccc1)c1ccccc1 (stereo not drawn)
  -1% | 0% | 2% | -2% | 0% | 21% | -16% | 13% | i
CCOc1ccc(N2CC(NC(=O)c3ccc(S(=O)(=O)N4CCCCC4)cc3)CC2=O)cc1 (stereo not drawn)
  -7% | · | 2% | -60%[inhibitor] | · | 8% | 23% | -9% | ·
CC(=Nc1ccc(Br)cc1)c1sc2ccccc2c1O
  30%[activator] | -6% | 3% | -37%[inhibitor] | -1% | -5% | 11% | 2% | i
Nc1ccc(C(=O)OCCCc2nc3cc4ccccc4cc3[nH]2)cc1
  -21% | -3% | ? | -19% | 0% | -19% | 3% | 10% | i
Cc1nonc1C(=O)N/N=C/c1ccc([N+](=O)[O-])o1
  -2% | 7% | 27% | -62%[inhibitor] | -2% | -43% | 0% | -2% | i
c1csc(-c2noc(COc3ccc4c(c3)CCCC4)n2)c1
  4% | 1% | 0% | -14%[57.5 µM] | 2% | 10% | -14% | 15% | i
CC1=NC(C)Cc2ccccc21 (stereo not drawn)
  2% | 1% | -10% | i | -1% | -1% | 1% | 20% | i
CCCN(C(=O)COC(=O)c1nc2nccc(C)n2n1)C1CCS(=O)(=O)C1 (stereo not drawn)
  -18% | -4% | 3% | -2% | · | 12% | 2% | -4% | i
Cc1nn(CC(=O)Nc2nc3ccccc3s2)c(C)c1[N+](=O)[O-]
  7% | 13% | 0% | -2%[57.5 µM] | 1% | 20% | -21% | 13% | i
Cc1nc(NC(=O)c2ccc3c(c2)OCO3)ccc1Br
  -3% | -1% | 5% | -31%[inhibitor] | -9% | -3% | -17%[0.397 µM] | -19% | i

Continued, overlapping the part above by 2 compounds.
Each structure is followed by: HEK293 tox | aSyn rescue | GLP-1R inv ag | PTHR1 ag | MmCpn inh | FUS yeast rescue | TDP-43 yeast inh | Abeta yeast res | pAkt inh
Cc1nn(CC(=O)Nc2nc3ccccc3s2)c(C)c1[N+](=O)[O-]
  7% | 13% | 0% | -2%[57.5 µM] | 1% | 20% | -21% | 13% | i
Cc1nc(NC(=O)c2ccc3c(c2)OCO3)ccc1Br
  -3% | -1% | 5% | -31%[inhibitor] | -9% | -3% | -17%[0.397 µM] | -19% | i
Cc1ccsc1C(=O)N1CCCC1(C)C(=O)NCC(C)C (stereo not drawn)
  1% | -3% | 3% | -12% | · | -17% | 19% | 10% | i
Cc1ccc(O)c(NC(=S)NC(=O)/C=C/c2ccco2)c1
  -25% | 0% | 14% | -13% | -1% | 16% | -9% | -1% | i
CCOC(=O)c1c(C)[nH]c(C(=O)COC(=O)C(C)N2C(=O)C3CCCCC3C2=O)c1C (stereo not drawn)
  -17% | 0% | 0% | -36%[inhibitor] | -1% | 28% | -18% | -24% | i
Cc1ccsc1C(=O)N(C)CC(=O)Nc1ccccc1Br
  1% | -2% | -5% | -3% | 2% | -10% | 19% | 20% | i
CCOc1ccsc1C(=O)O
  1% | -2% | 16% | i | 0% | 9% | -30% | -11% | i
CC(C)c1c(O)c2c(n(-c3ccccc3)c1=O)CCCC2
  9% | 0% | 12% | i | 0% | 2% | 3% | -5% | i
COc1cccc(C(=O)NC(=S)Nc2ccccc2N2CCCC2)c1
  ? | 10% | 5µM* | -15% | 0% | ? | 5% | ? | i
O=C(NCCN1CCOCC1)C1CC(=O)N(c2ccc(F)cc2)C1 (stereo not drawn)
  -2% | -3% | 16% | i | -2% | 35% | -4% | -4% | i
COc1cc(CNCCSc2nnnn2C)cc(Cl)c1OCc1ccccc1
  5% | · | ? | i | · | 7% | -2% | -3% | ·
COc1ccccc1OCC(=O)OCC(=O)NC1CCCCC1
  12% | 4% | 3% | i | 2% | 7% | -11% | -12% | i
Cc1ccsc1/C=N/NC(=O)c1c[nH]c2ccccc12
  -28% | 1% | 0% | i | -3% | 16% | 2% | 1% | i
COc1cc(/C=N/NC2=NS(=O)(=O)c3ccccc32)ccc1OC(C)=O
  ? | 1% | ? | i | -1% | 26% | 0% | -7% | i
CCOC(=O)c1ccc(NC(=S)N2CCSC2c2ccc(OC)cc2)cc1 (stereo not drawn)
  2% | -3% | ? | -4% | -1% | · | 1% | -6% | i
Cc1cc(C)nc(SCc2ccc(F)cc2)n1
  -1% | 3% | -36% | ? | -1% | 7% | 10% | ? | i
Cc1cccn2c(=O)c3cc(C(=O)NCc4ccc(F)cc4)c(=N)n(CC4CCCO4)c3nc12 (stereo not drawn)
  · | -3% | -2% | i | -1% | -8% | -2% | -22% | ·
Cc1ccc(CNC(=O)C2=NNC(=O)CC2)cc1
  7% | 1% | 4% | -16% | 0% | · | 16% | 5% | i
C/C(=N\NC(=O)CSc1nc2ccccc2o1)c1cccc(O)c1
  0% | 10% | 29% | -36%[inhibitor] | -24% | -8% | 17% | · | i
Cc1ccnc(NC(=O)CCC(=O)N(Cc2ccco2)C(C(=O)NC(C)C)c2ccc(F)cc2)c1 (stereo not drawn)
  -3% | -4% | -3% | ? | 0% | 0% | -10% | -12% | i
c1csc(C2=Nn3c(nnc3-c3ccncc3)SC2)c1
  -17% | -3% | ? | -15%[57.5 µM] | 0% | 8% | -9% | 18% | i
CCCC1=C(C(=O)OCC)C(c2ccccc2OCC)NC(=O)N1C (stereo not drawn)
  -19% | 1% | ? | -9% | -1% | 35% | ? | -40%[inhibitor] | i

Other results:
Each structure is followed by: HEK293 tox | aSyn rescue | GLP-1R inv ag | PTHR1 ag | MmCpn inh | FUS yeast rescue | TDP-43 yeast inh | Abeta yeast res | pAkt inh
CCOc1ccc(NC(=O)Cn2cncc2-c2ccc([N+](=O)[O-])cc2)cc1
  10% | 0% | 21% | -10% | 1% | · | -12% | -4% | i
C#CCn1c(=O)cc(C)c2ccccc21
  22% | -4% | 52%[activator] | -28% | 1% | 6% | ? | -13% | i
O=C(COC(=O)C1=COCCO1)Nc1ccc(F)c(F)c1
  10% | 0% | 43%[activator] | i | 0% | -8% | 22% | 16% | i
O=C(c1cccc(Cl)c1)N1CCN(C2CCCCC2)CC1
  3% | 7% | 3% | i | -1% | -2% | 11% | 0% | i
CN(C)S(=O)(=O)N(CC(=O)Nc1ccccc1F)c1ccccc1
  16% | -1% | -2% | 11% | 0% | 1% | -4% | -1% | i
CCCNc1c(N)c(=O)c1=O
  6% | 8% | 18% | -6% | -1% | -26% | 8% | -94%[inhibitor] | i
COC(=O)C1Cc2ccccc2CN1S(=O)(=O)c1ccc(F)cc1 (stereo not drawn)
  -12% | 4% | 11% | -23% | -2% | 17% | -8% | 10% | i
Cc1ccc(S(=O)(=O)N2CCC(C(=O)N3CC(C)OC(C)C3)CC2)cc1 (stereo not drawn)
  1% | 0% | 2% | i | 0% | 12% | 7% | -11% | i
O=C(Nc1cccc2cccnc12)c1ccc(F)cc1
  0% | -1% | 8% | -24% | · | -4% | ? | -22% | ·
CSc1ncc(C(=O)NCc2ccc(C)cc2)c(C)n1
  0% | · | 14% | i | · | -10% | ? | ? | ·
COc1ccc(C(=O)Oc2c(Sc3ccc(C)cc3)c(C)nn2C(C)(C)C)cc1OC
  -14% | · | ? | -20% | · | 14% | -2% | -18% | ·
Cc1ccccc1S(=O)(=O)/N=C(/Nc1c(C)n(C)n(-c2ccccc2)c1=O)c1ccccc1
  12%[0.307 µM] | 0% | 13%[0.307 µM] | -9% | -2% | -13% | 2% | 23% | i
CCOC(=O)N1CCC(Nc2c(Nc3ccc(C)c(C)c3)c(=O)c2=O)CC1
  -12% | -5% | 0% | -20%[57.5 µM] | 0% | 15% | -7% | 22% | i

The list is partial. The share of hits here may be higher or lower than overall.
